Compound activity from PubChem.
hcGAS lum: Primary biochemical luminescence assay for human cyclic GMP-AMP synthase inhibitors; inhibition, % at 12.5 µM; Q8N884; 290,000 tested, 0.081% active; recombinant h-cGAS, ATP depletion, Kinase-Glo luminescence;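 note: 0% = vehicle reaction and 100% = reaction without DNA for no activity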
Target sequence (Q8N884 whole entry, looked up): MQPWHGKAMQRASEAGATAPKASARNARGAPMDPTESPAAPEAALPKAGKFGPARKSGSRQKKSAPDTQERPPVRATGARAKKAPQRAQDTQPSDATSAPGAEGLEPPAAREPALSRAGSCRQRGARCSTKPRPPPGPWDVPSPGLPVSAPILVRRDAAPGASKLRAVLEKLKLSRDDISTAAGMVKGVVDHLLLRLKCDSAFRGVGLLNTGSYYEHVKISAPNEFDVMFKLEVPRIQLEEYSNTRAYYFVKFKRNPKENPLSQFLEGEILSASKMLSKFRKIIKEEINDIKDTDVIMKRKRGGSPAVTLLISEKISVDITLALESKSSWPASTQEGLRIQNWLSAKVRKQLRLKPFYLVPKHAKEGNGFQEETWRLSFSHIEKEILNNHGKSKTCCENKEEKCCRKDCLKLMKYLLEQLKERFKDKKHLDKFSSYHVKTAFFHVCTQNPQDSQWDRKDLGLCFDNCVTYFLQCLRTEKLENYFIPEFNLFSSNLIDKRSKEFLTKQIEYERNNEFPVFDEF
NPYLR7 ag: agonists of mosquito NPYLR7 receptor, primary screen, cell-based, Aedes aegypti, calcium fluorescence, mosquito biting behavior; HEK293T NPYLR7/Galpha15, GCaMP6s calcium fluorescence; activation, % at 10 µM; 270,000 tested, 0.15% active; in the data active = activation above about 40%;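 note: 0% = vehicle and 100% = reference agonist at the receptor; some compounds past the cut are filed as inactive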
mcGAS inh: cyclic GMP-AMP synthase inhibitors, mouse, primary biochemical chemiluminescence; recombinant cGAS, Kinase-Glo ATP depletion luminescence; inhibition, % at 12.5 µM; 160,000 tested, 0.15% active; AID 1259399, 2018; Q8C6L5;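 note: 0% = negative control wells and 100% = reference inhibitor with no enzyme activity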
* = called active by the depositor; nt = not tested or not shown; & = joins results of further samples. Cut-off read from the data, not from the text of the source, unless noted: active = inhibition above about 40%; inactive = the rest.

compound | hcGAS lum | NPYLR7 ag | mcGAS inh
CCOC(=O)C1=C(C)N(CC)C(=S)NC1c1ccc(NC(=O)c2cc(Cl)cc(Cl)c2)cc1 (stereo unspecified) | -7 | -2 | -4
CCCN(C)C(=O)NC(C)COCC(C)C (stereo unspecified) | -7 | 0 | nt
O=C(CCc1cc(=O)[nH]o1)N1CC[C@@H](c2ccc3ccccc3c2)[C@H](O)C1 | -1 | -4 | nt
Cc1cc(-c2nc(N)nc(N(C)C)n2)n(C)n1 | 5 | -1 | -2
NC(=O)CN1CCC(NC(=O)NCC2(c3ccccc3)CC2)CC1 | 4 | -3 | -1
C=CCn1c(SCc2c(F)cccc2Cl)nnc1-c1cc(OC)cc(OC)c1 | 0 | 16 | -2
OCCC1CN(Cc2ccc3c(c2)OCCO3)CCN1Cc1ccsc1 (stereo unspecified) | -6 | 18 | nt
O=c1c2nc(N3CCOCC3)sc2c(-c2ccco2)nn1Cc1ccc(C(F)(F)F)cc1 | -7 | -1 | -8
CC(C)c1nc(CN(C)C(=O)c2sccc2Cl)cs1 | -3 | 1 | nt
Cn1cnc([N+](=O)[O-])c1Sc1ccc(Cl)cc1 | 13 | 3 | nt
O=C(c1csc2c1CCCC2)N1CCN(S(=O)(=O)C=Cc2ccccc2)CC1 | -5 | -2 | -5
COc1cc(OC)cc(C(=O)NC2CCN(c3ccccc3C(=O)NCCN3CCCCC3)CC2)c1 | -1 | 0 | -2
O=C(COc1ccccc1)OCc1cc(-c2ccc(F)cc2F)on1 | -1 | -1 | nt
COc1ccc(-c2nn(-c3ccc(C)cc3)c(OC(C)=O)c2-c2ccc(N)cc2)cc1OC | 6 | 42 | nt
OCCn1c(-c2ccc(F)cc2)nc(=S)c2c1CCCC2 | -7 | 2 | -5
C=C(CC(=O)OC)C(=O)N[C@@H](C)[C@H](O)c1ccccc1 | -4 | -4 | nt
O=C(C1CCCC1)N1CCCC(OCc2cc(F)ccc2F)C1 (stereo unspecified) | -3 | -6 | nt
CCCCNC(=O)Cn1nc(C(F)(F)F)cc1C | -3 | -2 | nt
CCn1c(C(=O)N2CCN(C(=O)Cc3ccc(OC)cc3)C(C)C2)cc2ccsc21 (stereo unspecified) | -6 | -6 | -3
Cc1ccccc1Cn1c(N2CCN(Cc3ccccc3F)CC2)nc2c1c(=O)[nH]c(=O)n2C | -7 | -7 | nt

Record cards, from the list above:
Record of CCn1c(C(=O)N2CCN(C(=O)Cc3ccc(OC)cc3)C(C)C2)cc2ccsc21 (stereo unspecified) : hcGAS lum: -6; NPYLR7 ag: -6; mcGAS inh: -3
Record of O=C(c1csc2c1CCCC2)N1CCN(S(=O)(=O)C=Cc2ccccc2)CC1 : hcGAS lum: -5; NPYLR7 ag: -2; mcGAS inh: -5

Next section:
compound | hcGAS lum | NPYLR7 ag | mcGAS inh
CC(CN1CCOCC1)NC(=O)c1ccc(OCC(=O)C2CC2)cc1 (stereo unspecified) | 5 | 2 | nt
CCCC(NC(=O)C1CCC(=O)N1)c1ccc(Cl)c(Cl)c1 (stereo unspecified) | -6 | 6 | nt
CC1CC(C)CN(C(=O)C(C)NC(c2ccccc2)c2ccccc2)C1 (stereo unspecified) | -4 | -1 | nt
O=C([C@H]1CCCN1)N1CCc2[nH]nc(C(c3ccccc3)c3ccccc3)c2C1 | -9 | -5 | nt
CC(C)(C(=O)NCCSCc1ccccc1C#N)c1ccccc1 | -14 | 1 | nt
Cn1cc(N2CCCC(Sc3cn[nH]n3)C2=O)cn1 (stereo unspecified) | 5 | -5 | nt
CC(=O)NCc1ccc(-c2csc(NC(=O)c3cccs3)n2)cc1 | -7 | nt | -8
O=C1CC(C(=O)N2CC(c3ccncc3)C2)CN1Cc1cccnc1 (stereo unspecified) | -3 | 2 | nt
Brc1ccc(OCc2cn3ccccc3n2)cc1 | -3&-4 | 3&9 | -5
CCCCOc1ccc(S(=O)(=O)NC(=O)C2(C)CCN2C(=O)Cc2cc(F)ccc2F)cc1 (stereo unspecified) | -9 | 4 | nt
O=C(c1ccccc1)N(Cc1cccnc1)c1nc2cc3c(cc2s1)OCO3 | -3 | -10 | -7
COc1ccc(CCN(C)C(=O)C(C)(C)Oc2ccc(CCNC(=O)c3ccc(Cl)cc3)cc2)cc1OC | -8 | -2 | -3
O=C(C1CCC2OC2C1)N1CCN(C(=O)C2CCC3OC3C2)C1=O (stereo unspecified) | -2 | nt | -4
O=C(NC1CCOC2(CCCCC2)C1)C1(c2cccc(F)c2)CC1 (stereo unspecified) | 5&-10 | 2&9 | -7
CN(C)CCN(Cc1ccccc1)C(=O)CC(c1ccc(F)cc1F)c1c[nH]c2ccccc12 (stereo unspecified) | -4 | nt | -5
COC(=O)C(=O)N1CCC(c2nc(-c3ccc(C)cc3)no2)CC1 | -11 | nt | -8
Cc1cc(C(=O)C(C)Sc2nnc(C3CC3)n2C2CC2)c(C)n1Cc1ccco1 (stereo unspecified) | -2 | 0 | nt
CC1CCc2nc(N)sc2C1 (stereo unspecified) | -6 | 10 | nt
CCc1ccccc1NC(=O)CCNc1ncnc2c1CCNC2 | -7 | 0 | nt
CCOC(=O)C1=C2SCC(=O)N2C(N)=C(C(=O)OC(C)C)C1 | -5 | -1 | 0

(next part)
Fields – hcGAS lum, NPYLR7 ag, mcGAS inh
> CC(C(=O)NC1CCCCC1)N1CCN(S(=O)(=O)c2ccc(Br)cc2)CC1 (stereo unspecified)
→ -8, 10, nt
> N#CC(NC(=O)c1[nH]ncc1Br)c1cccc(Cl)c1 (stereo unspecified)
→ -7, -5, nt
> COc1ccc2oc(=O)c(C(=O)Nc3cccc(Cl)c3)cc2c1
→ -3, -8, -3
> COc1ccc(CCNC(=O)c2cccnc2N2CCN(S(=O)(=O)c3cccs3)CC2)cc1OC
→ -3, 19, -7
> N#CCCSc1nnc(Cc2ccccc2)n1-c1ccccc1
→ 2, 4, nt
> CCn1cc(S(=O)(=O)Nc2nc3cc(Cl)ccc3n2C)cn1
→ -9, 5, -17
> O=C1C2C3C=CC(C4CC34)C2C(=O)N1c1ccc([N+](=O)[O-])cc1Br (stereo unspecified)
→ -7, -9, -5
> O=C(Cn1cc(C(F)(F)F)ccc1=O)NN=Cc1ccc([N+](=O)[O-])o1
→ -3, 3, -5
> O=C(Oc1coc(CSc2ncccn2)cc1=O)C(c1ccccc1)c1ccccc1
→ -1, -10, 31
> c1ccc(CN(Cc2nccs2)Cc2cccn2-c2nccs2)cc1
→ 2, -4, -8
> CC1=C(C(=O)OCC(C)C)C(c2ccsc2)C2=C(CCCC2=O)N1 (stereo unspecified)
→ -6, -7, nt
> Nc1n[nH]c(-c2ccncc2)n1
→ -4, -2, -4
> O=C1CCC(C(=O)N2CCN(C3CCCCC3)C(=O)C2)CN1CCc1ccccn1 (stereo unspecified)
→ 3, 5, nt
> O=C(Nc1ccc2c(c1)CCO2)C1=NN(Cc2ccccc2)C(=O)CC1
→ -2, 0, nt
> Cc1cc2nc(C(=O)N3CCC(O)(CN(C)C)C3)cc(C)n2n1 (stereo unspecified)
→ -1, 3, nt
> O=C1CCCC2=Nc3ncnn3C(c3cccs3)C12 (stereo unspecified)
→ 1, 7, nt
> O=C(CSc1nnc(-c2ccc(Cl)cc2)n1-c1ccccc1)N/N=C\c1ccccn1
→ 0, -7, -1
> Cc1cccc(-c2cn[nH]c2C2CCN(C(=O)c3noc(C)c3CO)CC2)c1
→ -6, 4, nt
> COc1ccc(Nc2nc3cc(Cl)ccc3o2)cc1Cl
→ -11, 2, nt
> COc1ccc(-c2noc(CN(C)Cc3nc4ccc(F)cc4[nH]3)n2)cc1
→ -9, 6, nt

Taken from above:
hcGAS lum with Cc1cc2nc(C(=O)N3CCC(O)(CN(C)C)C3)cc(C)n2n1 (stereo unspecified) → -1
NPYLR7 ag with Cc1cccc(-c2cn[nH]c2C2CCN(C(=O)c3noc(C)c3CO)CC2)c1 → 4
NPYLR7 ag with O=C1CCCC2=Nc3ncnn3C(c3cccs3)C12 (stereo unspecified) → 7
NPYLR7 ag with COc1ccc(-c2noc(CN(C)Cc3nc4ccc(F)cc4[nH]3)n2)cc1 → 6
NPYLR7 ag with COc1ccc(Nc2nc3cc(Cl)ccc3o2)cc1Cl → 2

Additional records follow:
Fields – hcGAS lum, NPYLR7 ag, mcGAS inh
> CCc1ccc(C(=O)Nc2c(-c3ccc(C)cc3)nc3ccccn23)cc1
→ -11, -1, -8
> CCOC(=O)c1c(NC(=O)c2ccno2)c(-c2ccc(OC)cc2)cn1Cc1ccccc1
→ -3, 7, -2
> CC(C)NC(=O)CNC(=O)CSc1nc2ccccc2s1
→ -10, 21, nt
> COc1nc(-c2cccc(C(F)(F)F)c2)n(-c2ccc(NC(=O)c3ccc(C)c([N+](=O)[O-])c3)cc2)n1
→ -5, 19, -7
> CCOc1ccccc1N1CCN(C(=O)c2cc(-c3cccc(OC)c3)nc3cc(-c4ccccc4)nn23)CC1
→ 1, -3, -3
> COc1ccccc1N1CCN(CCCCNC(=O)c2ccc3ccccc3c2)CC1
→ 0&-7, -5&5, -4
> CN(C)c1ccc(NC(=O)c2cccc(F)c2)cc1CN(CC1CCCO1)C(=O)Cc1cccs1 (stereo unspecified)
→ -6, -5, -4
> COc1ccc(C)cc1C(C)Nc1cc(C)nc2ncnn12 (stereo unspecified)
→ -5, 0, nt
> Cc1ccc(C2CC(C(F)(F)F)n3ncc(C(=O)NCC4CCCO4)c3N2)cc1 (stereo unspecified)
→ -5, 2, -6
> O=C(CCC1CCCN(C2CCSCC2)C1)Nc1ccccc1F (stereo unspecified)
→ -8, 5, nt
> Cc1nnc(SCC(=O)NC(=O)NC(C)C)n1C1CCCCC1
→ 1, -1, -4
> Cc1nccc(-c2cccc(NC(=O)c3ccc(-n4nc(-c5cccc(Cl)c5)cc4N)cc3)c2)n1
→ -9, 3, -5
> O=C(CN1CN(c2ccccc2)C2(CCN(C(=O)c3ccc(C(F)(F)F)cc3)CC2)C1=O)N1CCOCC1
→ 0, -6, 0
> CCCCCCC(=O)Nc1nnc(C(C)(C)C)s1
→ 7, -3, 1
> C/C(=C\c1ccccc1)CN1CC(N2CCCCC2C)C1 (stereo unspecified)
→ -4, 5, -12
> O=C(Nc1cccnc1N1CCCC1)C1CCCN(C(=O)C2CC2)C1 (stereo unspecified)
→ 3, -29, nt
> O=C(Nc1ccc2c(c1)OCO2)c1ccc(OC(F)(F)F)cc1
→ -31, 15, -12
> CN(CCN(C)S(=O)(=O)c1c(Cl)cccc1Cl)C1CCCCC1
→ 3, 9, nt
> Cc1ccc(C(=O)C2CCN(Cc3cc(C#N)ccc3F)CC2)c(C)c1
→ -3, -3, nt
> CCOc1cccc2sc(=NC(=O)CCS(=O)(=O)c3ccccc3)n(CC)c12
→ 0, -2, 0
> COCC1CCN(Cc2nc(-c3ccc(C(F)(F)F)cc3)no2)C1 (stereo unspecified)
→ -9, -1, -9
> COc1cc(OC)c(-n2nnc(-c3nc(-c4ccccc4C)no3)c2C)cc1Cl
→ -3, -4, -5
> COc1cc(OC)c(C(=O)NCc2ccc(-c3csc(C)n3)s2)cc1OC
→ -3, 5, -5
> CC(=O)N[C@@H]1C[C@H](CC(C)C)O[C@H](c2cn[nH]c2C2CCCCC2)C1
→ -4, 14, nt
> CSc1ccc(CC(=O)N2CCCC(CN3CCCC3)C2)cc1 (stereo unspecified)
→ -4, 2, -11
> CC(C)COc1ccc(-c2nnc(-c3ccc(Br)cc3)o2)cc1
→ 1, 12, -3
> CCc1nc2c(OCc3ccccc3C(=O)OC)cccn2c1N(C)C(=O)c1cccs1
→ 0, -11, 1
> Cc1cc(-c2nnc(NC(=O)CCS(=O)(=O)c3ccc(Cl)cc3)o2)nn1C
→ -5, -9, -9
> O=C(c1cc2c(s1)CCCCC2)N1CCS(=O)(=O)c2ccccc21
→ -5, 0, nt
> Cc1cccnc1C(NC(=O)Nc1ccc2ccn(C)c2c1)C(C)C (stereo unspecified)
→ -12, 2, nt
> Cc1cccc(C(=O)Nc2sc3c(c2C(=O)NCC2CCCO2)CCCC3)c1 (stereo unspecified)
→ -3, 2, -3
> O=C(CC[C@@H]1CNC(=O)[C@@H]2C[C@H](NC(=S)NCc3ccco3)CN12)Nc1ccccc1
→ -9, -9, -8
> COc1ccc(C)c2c1N(C(=O)c1cccc(NC(C)=O)c1)CCC2
→ -5&-4, 2&0, nt
> CC1CCN(Cc2nc3c(c(=O)n(C)c(=O)n3C)n2CC(=O)C(C)(C)C)CC1
→ -1, -8, -2
> CCc1c(C)nc(-c2cccc(C(F)(F)F)c2)nc1N1CCN(S(=O)(=O)c2ccc(Br)cc2)CC1
→ -7, -6, -5
> COc1nc(-c2ccccc2C)n(-c2ccc(NC(=O)C3C[C@H]3c3ccccc3)cc2)n1 (stereo partly specified)
→ 3, -2, 0
> O=C(c1ccc(N2CCCCC2=O)cc1)N1CCN(S(=O)(=O)c2cccc([N+](=O)[O-])c2)CC1
→ -10, -2, nt
> COc1ccc(CNC(=O)Nc2cc(NC(C)=O)ccc2F)cc1C
→ -4, 7, -15
> COCCN=c1scc(-c2ccc(Br)cc2)n1N=Cc1ccc2c(c1)OCCO2
→ -6, -3, nt
> CCOc1ccc(C(=O)Nc2c(N)nc(SCC(=O)N3CCCCCC3)[nH]c2=O)cc1
→ -3, 1, -7

Of the compounds above, two contain a tert-butyl group.
Fields – hcGAS lum, NPYLR7 ag, mcGAS inh
> CCCCCCC(=O)Nc1nnc(C(C)(C)C)s1
→ 7, -3, 1
> CC1CCN(Cc2nc3c(c(=O)n(C)c(=O)n3C)n2CC(=O)C(C)(C)C)CC1
→ -1, -8, -2

Next results.
Fields – hcGAS lum, NPYLR7 ag, mcGAS inh
> CCCCNc1nc2c(c(=O)n(C)c(=O)n2C)n1CC(=O)C(C)(C)C
→ -9, -2, -9
> Cc1ccn2c(CCNC(=O)c3cc(C)oc3C)cnc2c1
→ -5, 7, nt
> CC(=NNC(=O)Cn1nc(C)cc1C)c1ccc(Br)s1
→ 1, 5, nt
> CO[C@H]1CNCC1NC(=O)c1scnc1C (stereo partly specified)
→ -6, 1, nt
